Assay outcomes from PubChem.
Growth percent in the NCI-60 one-dose screen (48 h, 10 µM unless noted): 100 = growth as untreated, 0 = no growth, -100 = all killed.
MDA-MB-468 – MDA-MB-468 breast cancer; 8.5% of 78,000 active
LOX IMVI – LOX IMVI melanoma; 7.4% of 79,000 active; AID 1794757
MCF7 – MCF7 breast cancer | 6.3% of 82,000 active | AID 1794796
T-47D – T-47D breast cancer. 5% of 79,000 active. AID 1794792
K-562 – K-562 leukemia | 7.4% of 78,000 active | AID 1794777
HS 578T – HS 578T breast cancer | 4.1% of 78,000 active
MDA-MB-231 – MDA-MB-231 breast cancer; 5% of 81,000 active; AID 1794789
BT-549 – BT-549 breast cancer; 4.4% of 78,000 active
Starred values were filed as active, the others as inactive; . = no result given; & = joins results of further samples. The calls were made as follows: active = growth percent below 10; inactive = the rest. This is a subset, so the mix of outcomes need not match the whole.

SMILES	MDA-MB-468	LOX IMVI	MCF7	T-47D	K-562	HS 578T	MDA-MB-231	BT-549
C=C[C@H]1CN2CC[C@H]1C[C@@H]2[C@@H](OC(=O)OCC)c1ccnc2ccc(OC)cc12	108	87	101	107	95	117	103	101
C/C=C(\CC)C1(CCC)C(=O)NC(=S)NC1=O	90	101	94	92	94	110	101	119
S=P(NCCS)(N1CC1)N1CC1	118	104	102	94	106	.	115	94
CS(=O)(=O)Oc1ccc([N+](=O)[O-])cc1[N+](=O)[O-]	94	95	97	96	97	95	106	94
COc1ccc(C(=O)CC(c2ccc3c(c2)OCO3)c2c(O)c3ccccc3oc2=O)cc1OC (configuration not stated)	107	96&90	93&101	98&102	91&98	110&97	107&115	90&98
CC[C@]12C=CCN3CC[C@@]4(c5ccc(OC)cc5N(C)[C@H]4[C@@](O)(C(=O)OC)[C@@H]1OC(=O)CCC[P+](c1ccc(F)cc1)(c1ccc(F)cc1)c1ccc(F)cc1)[C@@H]32	-75*	31	7.7*	10	22	19	22	-9.4*
CC(C)=CC1C(C(=O)OCc2ccc(C)cc2C)C1(C)C (configuration not stated)	93	95	92	97	104	107	91	97
COc1cc(/C=C/[N+](=O)[O-])c([N+](=O)[O-])cc1OC	-71*	-68*	8.8*	16	11	12	-12*	87
NC(=O)c1cc([N+](=O)[O-])c(Cl)c([N+](=O)[O-])c1	20	25	22	28	.	106	92	113
C[C@]12CCC3[C@@H](C[C@@H]4SC(Nc5ccccc5)=N[C@@]45CC(=O)CC[C@]35C)[C@@H]1CCC2=O (some centres not stated)	-27*	-58*	15	-27*	1.9*	41	5.7*	-20*
O=C1CNC(c2cccnc2)N1O (configuration not stated)	99	99	97	104	101	118	118	87
CCCCCCCC/C=C\CCCCCCCC(=O)Nc1ccccc1	111	104	97	101	86	97	123	112
C=CCOC(=O)C1C(C(=O)O)C2(Cl)C(Cl)=C(Cl)C1(Cl)C2(Cl)Cl (configuration not stated)	99	92	98	106	110	.	96	107
COc1cc(NCCCCCN=C(N)N)c2ncccc2c1	.	66	-51*	12	16	.	51	39
CSc1cccc(NP2(=O)OCC(C)([N+](=O)[O-])CO2)c1 (configuration not stated)	.	96	101	105	75	102	105	103
NC(N)=NNC=O	115	92	106	104	133	106	113	102
NC(CCSCc1ccc(N(CCCl)CCCl)cc1)C(=O)O (configuration not stated)	111	106	100	93	103	.	105	95
Oc1c(Cl)c(Cl)c(Cl)c(Cl)c1Cl (tested in a mixture with another compound)	118	98	90	95	.	113	76	118
CC[C@H](/C=C/[C@@H](C)[C@H]1CC[C@@H]2[C@]1(C)CC[C@H]1[C@]23C=C[C@]2(C[C@@H](O)CC[C@]12C)OO3)C(C)C	115	80	86	74	76	98	101	110
O=C(/C=C/c1ccc(Cl)cc1)c1nc2ccccc2n1Cc1ccc(F)cc1	-5.3*	.	9.2*	7.9*	5.2*	.	.	3.0*
Nc1cccc(P(N)(N)=O)c1	108	67	111	114	101	127	113	110
C[C@]12CC[C@@H]3c4ccc(OC(=O)Cc5ccc(N(CCCl)CCCl)cc5)cc4CC[C@H]3[C@@H]1CC[C@@H]2OC(=O)Cc1ccc(N(CCCl)CCCl)cc1	104	108	120	121	106	120	102	.
CCOC(=O)c1cnc(N2CC2)nc1N	105&113	101&97	98&104	94&107	124&104	102&119	101&112	99&121
CCCCCC1(C(C)C)C(=O)NC(=S)NC1=O	82	94	100	90	95	99	99	131
C[C@]12CC[C@H]3[C@@H](C[C@@H]4SC(Nc5ccccc5)=N[C@@]45CC(O)CC[C@]35C)[C@@H]1CCC2O (some centres not stated)	-1.0*	-81*	29	16	5.0*	3.7*	36	19

Some of the entries so far, with two lines to a compound.
The line under a structure holds: MDA-MB-468	LOX IMVI	MCF7	T-47D	K-562	HS 578T	MDA-MB-231	BT-549
> O=C(/C=C/c1ccc(Cl)cc1)c1nc2ccccc2n1Cc1ccc(F)cc1
  -5.3*	.	9.2*	7.9*	5.2*	.	.	3.0*
> Nc1cccc(P(N)(N)=O)c1
  108	67	111	114	101	127	113	110
> C[C@]12CC[C@@H]3c4ccc(OC(=O)Cc5ccc(N(CCCl)CCCl)cc5)cc4CC[C@H]3[C@@H]1CC[C@@H]2OC(=O)Cc1ccc(N(CCCl)CCCl)cc1
  104	108	120	121	106	120	102	.
> CCOC(=O)c1cnc(N2CC2)nc1N
  105&113	101&97	98&104	94&107	124&104	102&119	101&112	99&121
> CCCCCC1(C(C)C)C(=O)NC(=S)NC1=O
  82	94	100	90	95	99	99	131

Back to the main list; the 4 compounds before the break are reprinted first.
SMILES	MDA-MB-468	LOX IMVI	MCF7	T-47D	K-562	HS 578T	MDA-MB-231	BT-549
C[C@]12CC[C@@H]3c4ccc(OC(=O)Cc5ccc(N(CCCl)CCCl)cc5)cc4CC[C@H]3[C@@H]1CC[C@@H]2OC(=O)Cc1ccc(N(CCCl)CCCl)cc1	104	108	120	121	106	120	102	.
CCOC(=O)c1cnc(N2CC2)nc1N	105&113	101&97	98&104	94&107	124&104	102&119	101&112	99&121
CCCCCC1(C(C)C)C(=O)NC(=S)NC1=O	82	94	100	90	95	99	99	131
C[C@]12CC[C@H]3[C@@H](C[C@@H]4SC(Nc5ccccc5)=N[C@@]45CC(O)CC[C@]35C)[C@@H]1CCC2O (some centres not stated)	-1.0*	-81*	29	16	5.0*	3.7*	36	19
Oc1ccc(C(Cc2ccccc2)N2CCCCC2)cc1 (configuration not stated)	119	96	83	107	100	106	116	97
O=C(Nc1ccncc1F)c1cn(CC2CC2)c2ccccc12	107	97	95	92	96	99	109	94
c1ccc2c(NCCCCCCNc3c4c(nc5ccccc35)CCCC4)c3c(nc2c1)CCCC3	59	84	75	73	56	88	73	106
CCCCCCCCNP(=S)(NCCCCCCCC)NCCCCCCCC	105	99	94	91	97	106	97	104
O=[N+]([O-])c1cccc(S(=O)(=O)F)c1	118	113	100	109	74	110	110	120
COC(=O)C1CCC(NC(=O)c2csc([C@@H](C[C@H](C(C)C)N(C)C(=O)[C@@H](NC(=O)[C@H]3CCCCN3C)C(C)C)OC(C)=O)n2)CC1 (some centres not stated)	28	22	19	64	10	43	12	-21*
CN[C@]1(c2ccccc2Cl)CCCC[C@@H]1NCCCN1CCN(C)CC1	83	99	91	91	85	90	70	96
C[C@]12CC[C@H]3[C@@H](C[C@@H]4SC(Nc5ccccc5[N+](=O)[O-])=N[C@@]45CC(=O)CC[C@]35C)[C@@H]1CCC2=O	110	97	90	92	88	99	98	102
CC(=O)OC1CC2(Cl)C(Cl)=C(Cl)C1(Cl)C2(Cl)Cl (configuration not stated)	97	89	81	86	81	106	108	99
O=[N+]([O-])c1c(Cl)cc(Cl)c([N+](=O)[O-])c1Cl	15	34	46	22	103	109	110	114
CCCCCCCCNC(c1ccc(Cl)cc1)C(O)c1ccc(Cl)cc1 (configuration not stated)	101	95	88	88	74	98	83	91
C=CCNC(=S)Nc1ccc(OC(=O)Nc2ccc(Cl)c(Cl)c2)cc1	97	83	98	86	107	134	110	74
CC12CC[C@H](O)C=C1/C(=N/O)CC1C2CCC2(C)C1CC[C@@H]2O (some centres not stated)	100	94	86	78	.	.	108	85
NC(=S)C(N)=S	110	102	95	112	119	119	116	103
CN=CNc1ccc(C)cc1C	121	96	103	109	104	104	108	107
C/C(=C\c1cc(C(F)(F)F)n(-c2ccc(N)cc2)n1)[C@@H]1C[C@@H]2O[C@]2(C)CCC[C@H](C)[C@H](O)[C@@H](C)C(=O)C(C)(C)[C@@H](O)CC(=O)O1	-17*	4.2*	7.9*	13	6.4*	-11*	1.0*	-2.8*
O=[N+]([O-])c1cc(Cl)c(O)c(Cl)c1	104&108	102&101	105&98	111&101	87&112	112&101	106&98	109&97
CCOP(=O)(OCC)Oc1c(Cl)c(Cl)c(O)c(Cl)c1Cl	105	95	93	95	77	108	89	.
O=C1C=C(N2C3C4CCC(C4)C32)C(=O)C=C1c1ccccc1 (configuration not stated)	17	90	62	6.6*	33	102	77	93
CCOP(=S)(NN=C1CCCCC1)OCC	101	100	96	94	96	100	109	103
CC(C)OC(=S)S	103	111&98	93&102	101&103	108&92	103	110&107	109&98
Nc1ccc2c(c1)Cc1ccccc1-2	85	102	83	82	117	83	89	.
COc1cc2nc(Sc3cnc(N)s3)n(-c3ccccc3)c(=O)c2cc1OC	.	98	92	93	.	107	81	100
O=C(O)C(=O)CBr	117	99	105	99	90	102	104	102
CC1(C)N=C(N)N=C(N)N1c1ccc(OCCCCNC(=O)c2ccc(S(=O)(=O)F)cc2)c(Cl)c1	65	26	35	104	16	.	105	80

2 records drawn at random from those above, as already listed:
SMILES	MDA-MB-468	LOX IMVI	MCF7	T-47D	K-562	HS 578T	MDA-MB-231	BT-549
CC12CC[C@H](O)C=C1/C(=N/O)CC1C2CCC2(C)C1CC[C@@H]2O (some centres not stated)	100	94	86	78	.	.	108	85
C[C@]12CC[C@H]3[C@@H](C[C@@H]4SC(Nc5ccccc5[N+](=O)[O-])=N[C@@]45CC(=O)CC[C@]35C)[C@@H]1CCC2=O	110	97	90	92	88	99	98	102

Part of the list above, showing only T-47D, BT-549 and MCF7:
Compound	T-47D	BT-549	MCF7
O=C1C=C(N2C3C4CCC(C4)C32)C(=O)C=C1c1ccccc1 (configuration not stated)	6.6*	93	62
CCOP(=S)(NN=C1CCCCC1)OCC	94	103	96
CC(C)OC(=S)S	101&103	109&98	93&102
Nc1ccc2c(c1)Cc1ccccc1-2	82	.	83
COc1cc2nc(Sc3cnc(N)s3)n(-c3ccccc3)c(=O)c2cc1OC	93	100	92
O=C(O)C(=O)CBr	99	102	105

(more compounds)
SMILES	MDA-MB-468	LOX IMVI	MCF7	T-47D	K-562	HS 578T	MDA-MB-231	BT-549
CCCCCCCCCCOc1ccc(C(=O)Oc2ccc(CSP3(=O)OCC4OC(n5cnc6c(N)ncnc65)C(F)C4OP(=O)(SCc4ccc(OC(=O)c5ccc(OCCCCCCCCCC)cc5)cc4)OCC4OC(n5ccc(=O)[nH]c5=O)C(F)C4O3)cc2)cc1 (configuration not stated)	110	103	109	108	88	116	115	89
OCCN=Cc1c[nH]c2ccccc12	119	95	93	95	.	98	69	107
COc1cc2ncnc(Nc3ccc(F)c(Cl)c3)c2cc1OCC(=O)N1CCN(C)CC1	-32*	91	80	70	83	93	95	90
Fc1ccc(N2COOC3(CCCCC3)OOC2)cc1	.	94	91	90	80	114	115	108
COc1ccc2cc([C@H](C)C(=O)[Se]CCC#N)ccc2c1	-57*	-67*	-8.3*	12	4.1*	-10*	-60*	-8.8*
CCC1(NS(=O)(=O)c2ccc(N)cc2)C(=O)N(C)C(=O)N(C)C1=O	108	102	98	115	102	113	108	101
Cc1ccccc1-c1nc2c(s1)C1=CC[C@@H]3[C@H](CC[C@]4(C)C(=O)CC[C@@H]34)[C@@]1(C)CC2	106	91	92	106	100	91	97	94
CC(=O)c1ccc2c(c1)OCO2	107	112	109	136	98	115	102	100
NC(N)=N/N=C/C(O)C(O)C(O)C(O)CO (configuration not stated)	102	101	102	81	90	.	116	97
Nc1ccc(N=Nc2ccccc2)cc1	61	82	88	76	95	83	84	95
c1ccc2c(CN3CC3)c[nH]c2c1	98	89	109	113	136	103	122	117
CC[C@H](C)[C@H](NC(=O)C12CC(NC(C)=O)(C1)C2)C(=O)N(C)[C@H](C[C@@H](OC(C)=O)c1nc(C(=O)N[C@@H](Cc2ccccc2)C[C@H](C)C(=O)OC)cs1)C(C)C	5.1*	17	16	50	12	16	29	4.8*
C1CN1c1nc(N2CC2)nc(N2CC2)n1	.	17	21	27	26	72	88	46
C1CCC2CN(CCN3CCOCC3)CC2C1 (configuration not stated)	103	98	95	97	99	108	108	119
C1=C2CN3CCC45c6ccccc6N6CCC(OC1)C(C2CC34)C65 (configuration not stated)	92	88	89	98	109	97	101	87
CCCCCC(=O)c1c(O)c(OC)c(OC)[nH]c1=O	34&18	47&27	26&29	49&54	45&43	101&82	77&76	92&62
ClCCN1CCSCC1	103	97	99	111	98	103	101	127
Cc1sc2nc(N3CCNCC3)[nH]c(=O)c2c1C	104	96	95	91	111	85	95	92
Cc1cc(-c2nc3cc(F)ccc3[se]2)cc(F)c1N	-39*	90	2.9*	14	96	102	63	84
ClC1=C(Cl)C2(Cl)C3C(Cl)C=CC3C1(Cl)C2(Cl)Cl (configuration not stated)	90	96	98	109	96	108	111	.
C[C@]12CC[C@H]3[C@@H](CCC4=CC(=O)CC[C@@H]43)[C@@H]1CC[C@@H]2OC(=O)c1ccccc1	62	79	93	56	65	94	88	97
CC(=O)[C@H]1CC[C@H]2[C@@H]3CC[C@@H]4C[C@H](O)CC[C@]4(C)[C@H]3CC[C@]12C	103	98	102	102	84	95	.	.
CC(C)(c1cc(Cl)c(O)c(Cl)c1)c1cc(Cl)c(O)c(Cl)c1	98	101	109	107	124	104	111	107
Cc1cc(Cl)ccc1OCCCC(=O)O	.	93	102	101	93	109	105	131
c1ccc2c3c([nH]c2c1)CN1CCCCC1C3 (configuration not stated)	105	89	94	99	93	106	85	.
